Nrf2 block = inhibitors of Nrf2 signaling; A549 ARE-Fluc reporter, luciferase luminescence, 18-24 h; Potency, µM (series often up to 46 µM), without a hit: at the top dose activity change, negative = inhibition, hits mostly inhibitors; 360,000 compounds, 2.1% hits; also: potency is read from the fitted curve at half-maximal effect; % is scaled to controls: 0 for no effect and ±100 for the full control effect; nearly all actives have a fitted effect of over 60% in size
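A549 ARE_Fluc cells, 5000/well, 5% FBS OPTI-MEM; compounds in dose-response, 18-24 h at 37 °C/5% CO2; CellTiter-Fluor viability read (Ex 405/Em 525), then BugLite luciferase luminescence = Nrf2 activity.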
TGFb SMAD3 inh = blocks TGF-b signaling | HepG2 CAGA-GFP TGF-b/SMAD3 reporter, GFP fluorescence, 18 h; TGF-beta stimulated, 500 pg/mL final | 410,000 compounds, 1.2% hits | AID 588855 | Potency, µM (series often up to 46.1 µM), for the others: at the highest dose activity, negative = inhibition, usual class: inhibitors; also: potency is read from the fitted curve at half-maximal effect; % is scaled to controls: 0 for no effect and ±100 for the full control effect; nearly all actives have a fitted effect of over 65% in size
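HEPG2 CAGA-GFP reporter cells (1000/well, DMEM with 1% FBS) received compounds, then recombinant TGF-beta at 500 pg/mL final for 18 hours at 37 degrees C. Per-cell GFP summed per well was normalised to unstimulated and stimulated DMSO controls before curve fitting.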
A549 tox = counter-screen for Nrf2 inhibitors: cytotoxicity in A549 cells; 390,000 compounds, 0.16% hits; A549 ARE-Fluc cells, CellTiter-Fluor viability, 18-24 h; Potency, µM (titrated, usually from 46 µM), for the others: at the top dose activity change, negative = cytotoxicity, usual class: inhibitors; also: potency is read from the fitted curve at half-maximal effect; % is scaled to controls: 0 for no effect and ±100 for the full control effect
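A549 ARE-Fluc cells in 5% FBS OPTI-MEM, 5000 cells/well, rested 2 h then exposed to compounds in concentration-response for 18-24 h at 37 °C. Viability by CellTiter-Fluor fluorescence (Ex 405/Em 525) after 30 min; luciferase luminescence (BugLite, 15 min, RT) read afterwards.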
EPAC2 ag = agonists of human EPAC2 (RAPGEF4); Q8WZA2; EPAC2 activation, biochemical qHTS; response scale: 100% = 6.5 mM cAMP response; Potency, µM (titrated, usually from 154 µM), without a hit: at the top dose activation, most hits filed as activators; 360,000 compounds, 0.079% hits; AID 720711; also: potency is read from the fitted curve at half-maximal effect; nearly all actives have a fitted effect of over 50% in size
Target sequence (Q8WZA2 whole entry, looked up): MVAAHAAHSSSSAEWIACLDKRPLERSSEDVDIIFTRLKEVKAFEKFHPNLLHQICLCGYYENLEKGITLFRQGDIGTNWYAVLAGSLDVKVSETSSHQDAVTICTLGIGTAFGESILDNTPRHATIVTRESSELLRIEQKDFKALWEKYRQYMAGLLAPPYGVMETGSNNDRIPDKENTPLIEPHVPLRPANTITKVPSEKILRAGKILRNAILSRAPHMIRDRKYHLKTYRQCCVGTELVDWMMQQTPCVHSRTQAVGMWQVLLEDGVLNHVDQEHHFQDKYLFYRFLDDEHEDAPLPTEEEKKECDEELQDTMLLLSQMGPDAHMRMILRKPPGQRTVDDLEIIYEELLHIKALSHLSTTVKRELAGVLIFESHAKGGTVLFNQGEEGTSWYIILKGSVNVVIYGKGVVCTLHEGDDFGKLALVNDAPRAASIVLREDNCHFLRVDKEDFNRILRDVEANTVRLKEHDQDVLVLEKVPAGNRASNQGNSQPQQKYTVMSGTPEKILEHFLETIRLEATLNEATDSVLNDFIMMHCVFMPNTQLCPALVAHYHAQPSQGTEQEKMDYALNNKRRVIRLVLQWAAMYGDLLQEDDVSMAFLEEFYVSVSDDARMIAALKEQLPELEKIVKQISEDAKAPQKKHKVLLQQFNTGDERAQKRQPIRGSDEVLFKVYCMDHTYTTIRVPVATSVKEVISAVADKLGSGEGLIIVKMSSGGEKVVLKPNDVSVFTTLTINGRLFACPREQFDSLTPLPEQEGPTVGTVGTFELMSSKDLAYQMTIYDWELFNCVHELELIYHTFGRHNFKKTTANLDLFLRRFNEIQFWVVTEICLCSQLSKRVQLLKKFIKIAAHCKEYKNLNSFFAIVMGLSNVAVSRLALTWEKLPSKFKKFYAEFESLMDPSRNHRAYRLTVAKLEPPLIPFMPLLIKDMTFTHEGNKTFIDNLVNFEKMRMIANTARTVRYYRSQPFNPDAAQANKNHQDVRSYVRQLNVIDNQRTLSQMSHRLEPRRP
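EPAC2 (100 nM) mixed with Rap1B loaded with BODIPY-GDP (250 nM) plus 50 uM unlabeled GDP; compounds pinned in, 5 min RT, then read every 5 min for 30 min (ex 480, em 540 nm). Normalized to cAMP control.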
EPAC2 antag = blocks human EPAC2 exchange factor | EPAC2 GEF exchange of Rap1B-BODIPY-GDP, fluorescence | Potency, µM (highest dose often 114 µM), for inactives: at the highest dose activity, negative = inhibition, actives largely listed as inhibitors | 360,000 compounds, 0.18% hits; also: potency is read from the fitted curve at half-maximal effect; % is scaled to controls: 0 for no effect and ±100 for the full control effect; nearly all actives have a fitted effect of over 45% in size; many of its hits are not listed in these tables
Nrf2 activator = Nrf2 pathway activation; AREc32 ARE-luciferase reporter (MCF7-derived line), luminescence, 24 h; Potency, µM (titrated, usually from 46.1 µM), for inactives: at the top dose activation, hits mostly activators; 410,000 compounds, 0.31% hits; also: potency is read from the fitted curve at half-maximal effect; % of control where 0% means no effect; nearly all actives have a fitted effect of over 65% in size
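For detection, Steady-Glo was added and plates sat 30 min at RT; before that, AREc32_Fluc cells grown overnight in OPTI-MEM/5% FBS had been treated with 23 nL compound for 24 hr at 37 deg C.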
MmCpn inh = inhibitors of Methanococcus maripaludis chaperonin (MmCpn); Potency, µM (doses to about 76.9 µM), for inactives: at the top dose activity, negative = inhibition, most hits filed as inhibitors; purified Mm-Cpn ATPase, ADP Transcreener TR-FRET; AID 504842; 330,000 compounds, 0.031% hits; also: potency is read from the fitted curve at half-maximal effect; % is scaled to controls: 0 for no effect and ±100 for the full control effect; nearly all actives have a fitted effect of over 80% in size
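Eu-cryptate anti-ADP/ADP-d2 competition gives a ratio inversely related to ADP. Enzyme at 25 nM was pre-exposed to compound for 10 min, then given 10 uM ATP for 30 min, 37°C throughout.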
CCT chaperon mod = changes cytosolic chaperonin activity; purified chaperonin ATPase assay, HTRF ADP detection, 30 min; activity change, % (test concentration not listed), hits read low; 360,000 compounds, 0.3% hits; in the data active = activity change below about -30%; also: % is scaled to controls: 0 for no effect and ±100 for the full control effect
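We incubate TRiC, 40 or 20 nM final, with library compounds at 76 uM and 10 uM ATP for 30 min at 37 °C. ADP formed is detected with Transcreener HTRF reagents after 30 min at room temperature.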
pAkt inh = inhibitors of Akt phosphorylation | Neuro2A IGF-stimulated pAkt S473 HTRF, 20 min; stronger effect = lower value | 360,000 compounds, 0.32% hits | activity change, % for hits at 50 µM; in the data active = activity change below about -80%; inconclusive = mostly about -51% to -80%; also: % is scaled to controls: 0 for no effect and ±100 for the full control effect
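Neuro2A cells in DMEM with 0.5% FBS, overnight at 37 deg C, given compound at single 50 µM final, then IGF (6 nM final) for 20 min at 37 deg C. Lysed; phospho-Akt Ser473 by HTRF after 24 h, 665/615 ratio.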
Active calls of the source: *; i = inactive; u = inconclusive; x = not tested or not shown; [ ] = remark or other dose. Unless noted, calls follow the shape of the dose curve; as a rule, active = well fitted curve in the direction sought with a large enough effect; inconclusive = small, poorly fitted or top-dose-only effect, or another doubt; inactive = no such curve, though single readings can be large; an effect the other way counts as inactive or inconclusive.

SMILES	Nrf2 block	TGFb SMAD3 inh	A549 tox	EPAC2 ag	EPAC2 antag	Nrf2 activator	MmCpn inh	CCT chaperon mod	pAkt inh
Cn1c(=O)cc(SCC(=O)NCCC2=CCCCC2)c2ccc(Cl)cc21	-1.5%	8.6%	1.8%	5.6%	-5.8%	-0.6%	-3.4%	-4.5	i
CC1CCN(C(=O)Cn2cc([N+](=O)[O-])ccc2=O)c2ccccc2S1 (stereo not drawn)	-5.0%	-4.8%	0.3%	2.5%	-0.6%	-0.4%	0.9%	0.7	i
Cc1cc(NC(=O)CN(C)CC(=O)Nc2ccc(Cl)c(C(F)(F)F)c2)no1	u	-24.6%	0.5%	6.1%	-13.8%	3.9%	-1.0%	-1.3	i
Cc1cc(C(=O)CN2C(=O)c3ccccc3S2(=O)=O)c(C)n1C(C)C	2.91µM*	-1.5%	-1.2%	6.0%	-7.8%	-2.6%	-2.6%	-2.4	i
CC(C)CCN1CCN(C2CCN(c3ccc4c(c3)OCO4)CC2)CC1CCO (stereo not drawn)	-5.0%	-3.2%	1.9%	-1.0%	-4.7%	0.3%	3.4%	1.2	i
O=C(NCCCCc1ccccc1)Nc1ccc(F)cc1	u	-13.6%	-9.9%	0.2%	-10.7%	-1.0%	-0.4%	1.5	i
O=C(Nc1ccc(F)cc1)c1cccnc1N1CCCCC1	-23.0%	2.9%	-2.3%	1.3%	-10.4%	0.3%	-0.3%	-1.9	i
Cc1ccc(-c2n[nH]c(=S)n2/N=C/c2cccs2)cc1	0.6%	-20.7%	8.1%	1.4%	-5.1%	0.9%	0.2%	-2.2	i
O=C(NC(=S)N1CCN(c2ccc(F)cc2)CC1)C12CC3CC(CC(C3)C1)C2	-1.2%	-10.0%	6.7%	-5.0%	-1.0%	-0.3%	-7.6%	2.3	i
COc1ccc2sc(N(CCCN(C)C)C(=O)c3ccc(S(=O)(=O)N4CCCC4)cc3)nc2c1	u	18.7%	0.7%	11.4%	-7.9%	1.6%	1.4%	0.4	i
Cc1c(C(=O)NCCO)sc2nc3n(c(=O)c12)CCC3	u	-12.5%	8.4%	13.1%	0.1%	-0.1%	-1.7%	-2.1	i
CCOc1ccc(S(=O)(=O)Nc2cccc(C(=O)N3CCN(C(C)=O)CC3)c2)cc1	-10.3%	-9.5%	-1.2%	7.9%	11.0%	-0.4%	1.6%	-1.5	i
Cc1cc(C)n(-c2nc(Nc3ccccc3)nc(-n3nc(C)cc3C)n2)n1	-6.1%	1.4%	-2.2%	14.0%	0.7%	0.4%	0.4%	0.7	i
CNC(=O)c1cc2ccccc2o1	x	11.2%	-14.3%	12.8%	10.7%	0.1%	-0.5%	1.0	i
Cc1cccc(C)c1OCC(=O)Nc1c(C)nn(C)c1C	0.1%	12.8%	-1.0%	10.7%	5.7%	-0.3%	0.9%	-3.5	i
COC(=O)c1ccc(CN2C(=O)NC3(CCCCC3C)C2=O)o1 (stereo not drawn)	0.2%	-2.1%	13.2%	-4.0%	-1.9%	-0.2%	-0.4%	-1.1	i
CCc1ccc(NC(=S)/N=C(\N)Nc2nc(C)c3cc(CC)ccc3n2)cc1	-16.0%	u	-17.1%	-1.9%	-15.1%	-0.2%[9.22 µM]	-11.3%	0.0	i
Cc1cccc(NC(=O)c2cc(-c3cc(Cl)ccc3O)n[nH]2)c1	0.3%	-18.3%	-1.3%	0.3%	3.7%	0.7%	-1.8%	-2.7	i
Nc1ncnc2c1ncn2Cc1ccccc1	-4.4%	-4.5%	-3.9%	-3.2%	0.7%	0.0%	0.4%	-3.3	i
S=C(Nc1cccc(Br)c1)c1ccccc1	-1.3%	u	-8.7%	20.0%	-24.6%	13.2%	0.7%	-0.6	i
CCCNC(=O)c1ccccc1NC(=O)c1ccc2c(=O)n3c(nc2c1)CCC3	6.8%	-7.0%	1.9%	-1.3%	24.5%	0.1%	-0.7%	-3.2	i
COc1ccc(NS(=O)(=O)c2cccc(C(=O)NCCCN3CCOCC3)c2)cc1	-19.9%	-17.7%	-3.2%	-3.2%	-5.6%	-0.3%	-2.5%	-0.2	i
CC(=O)N1CCc2cc(S(=O)(=O)N3CCc4ccccc43)ccc21	u	u	-4.7%	-1.2%	20.5%	2.6%	-1.6%	-1.5	i
Cc1c(C=O)c2ccccc2n1CC(=O)O	3.0%	-0.9%	0.6%	1.6%	10.0%	-1.1%	1.7%	-1.4	i
COc1ccc(OCCC(=O)OCC(=O)Nc2cccc(Br)c2)cc1	-24.8%	0.6%	-3.9%	8.9%	u	-0.8%	1.1%	-0.4	i
O=C(NC1CCSc2ccccc21)c1ccc(Cl)c(S(=O)(=O)N2CCOCC2)c1 (stereo not drawn)	5.2%	-18.0%	-3.7%	1.6%	-1.3%	0.8%	-1.9%	1.9	i
C=CCOC(=O)/C(=C\C=C\c1ccccc1)NC(=O)c1ccccc1	3.4%	-30.8%	-12.2%	5.2%	-1.2%	3.2%	0.9%	-3.6	i
COCCOC(=O)c1c(C)oc2ccc(NS(=O)(=O)c3cccs3)cc12	2.6%	1.1%	13.0%	6.1%	-18.1%	2.5%	2.0%	0.0	i
O=C(/C=C/c1cc2c(cc1Br)OCO2)NCc1ccc(F)cc1	x	7.6%	-1.2%	-1.7%	-0.5%	-0.1%	0.0%	-0.1	i
O=C(CN(Cc1cccs1)C(=O)CN1C(=O)COc2ccccc21)NCc1ccco1	x	-1.1%	-1.1%	0.8%	17.4%	-0.8%	-0.7%	0.4	x
COc1ccc(-n2c(SCC(=O)Nc3ccc4c(c3)OCO4)nnc2C(C)N2CCCCC2)cc1 (stereo not drawn)	-7.8%	-1.1%	-4.6%	8.2%	-0.3%	0.0%	0.6%	1.6	i
CCOC(=O)c1c(C)[nH]c(C)c1S(=O)(=O)N(C)CC(=O)Nc1ccc(OC)cc1	19.3%	-17.8%	6.1%	x	x	-0.3%	x	x	x
COc1ccc(N2C(=NC(=O)c3ccc(Br)cc3)SC3CS(=O)(=O)CC32)cc1 (stereo not drawn)	-0.8%	4.7%	-0.3%	0.3%	-6.3%	-0.8%	-4.0%	-3.6	i
CSc1oc(-c2ccc(F)cc2)nc1S(=O)(=O)c1ccc(F)cc1	-30.0%	-1.8%	0.3%	13.5%	-6.1%	-0.9%	0.1%	-2.2	i
Cc1cc(C)n(CCC(=O)N2CCCC(N3CCN(c4cccc(Cl)c4)CC3)C2)n1 (stereo not drawn)	-0.2%	-14.9%	-6.9%	2.2%	6.8%	-0.6%	-0.2%	3.0	i
COc1ccccc1NC(=O)CSc1nnc(CCC(=O)Nc2ccccc2F)n1C	3.2%	2.6%	13.3%	8.5%	5.8%	-1.4%	-154.1%	-1.2	i
Clc1nnc(NC2CCCCC2)c(Cl)c1Cl	x	-0.7%	x	1.4%	-22.5%	26.7%	x	0.9	i
Cc1ccc(C)c(SCC(=O)Nc2ccc(C)c(S(=O)(=O)N3CCOCC3)c2)c1	u	u	-6.5%	14.9%	-1.3%	13.3%	-15.2%	0.6	i
N=C1C(c2ccccc2)=C(O)CN1CCO	4.7%	0.5%	17.9%	7.7%	5.3%	-0.5%	0.3%	-0.2	i
Fc1ccc(CNc2nc3ccc(Cl)cc3n3nnnc23)cc1	6.2%	92.4%[activator]	0.1%	x	x	9.7%	x	x	x

Single values from the list.
Under Nrf2 activator, `CSc1oc(-c2ccc(F)cc2)nc1S(=O)(=O)c1ccc(F)cc1` is entered as -0.9%
Under TGFb SMAD3 inh, `CCOC(=O)c1c(C)[nH]c(C)c1S(=O)(=O)N(C)CC(=O)Nc1ccc(OC)cc1` is entered as -17.8%

Next compounds follow.
SMILES	Nrf2 block	TGFb SMAD3 inh	A549 tox	EPAC2 ag	EPAC2 antag	Nrf2 activator	MmCpn inh	CCT chaperon mod	pAkt inh
COc1ccc(C2/C=C\CN(C(=O)c3ccccc3)CC(=O)N2Cc2cccc(F)c2)cc1 (stereo not drawn)	-4.6%	u	-0.4%	12.6%	-23.1%	0.9%	-1.9%	0.4	i
O=C(Nc1ccc(-c2n[nH]c(=S)o2)cc1)c1ccccc1	6.8%	-4.9%	-6.2%	4.4%	-16.5%	-0.1%	-3.0%	-6.7	i
Clc1ccccc1CSC1=NCCN1	6.5%	-1.2%	-1.6%	-7.3%	14.2%	-0.5%	5.1%	-0.6	i
CC(=O)C1=CCC(c2ccc(Br)cc2)N(S(=O)(=O)c2ccc(C)cc2)C1 (stereo not drawn)	x	u	x	8.1%	8.8%	18.3%	x	-1.6	i
O=C(Cc1ccc([N+](=O)[O-])cc1)NNC(=O)c1ccc2c(c1)OCO2	-19.4%	-1.9%	-1.3%	5.1%	-2.8%	-0.2%	-0.6%	-1.2	i
O=C(COc1ccccc1)Nc1ccncc1	26.5%	-20.9%	-0.4%	1.6%	-6.3%	-2.3%	0.7%	0.9	i
CC(C)OCCOc1ccc2oc(-c3ccco3)cc(=O)c2c1	-2.9%	2.3%	2.3%	-2.1%	-4.8%	-0.1%	-4.6%	-0.9	i
C=CCN1C(=O)C(O)(CC(=O)c2ccccn2)c2ccccc21 (stereo not drawn)	-4.7%	-2.5%	1.3%	3.4%	-7.9%	2.9%	1.3%	0.7	i
COc1ccc(C(C)(O)c2nc(-c3cccc(C(F)(F)F)c3)cs2)cc1 (stereo not drawn)	x	u	x	4.7%	-13.9%	0.3%	x	-0.6	i
NS(=O)(=O)c1cccc(NC(=O)COC(=O)c2cc(Cl)ccc2[N+](=O)[O-])c1	-6.4%	2.5%	1.6%	8.1%	8.8%	27.3%	1.0%	-0.2	i

Screening data: PubChem, National Center for Advancing Translational Sciences (NCATS)

A portion of the library. The share of hits here may be higher or lower than overall.
